MazEF act = activators of E. coli MazEF toxin-antitoxin RNase; AID 504720; activation, % at 20 µM; P0AE70; actives 0.32% (n = 350,000); FAM/BHQ RNA-DNA oligo cleavage fluorescence, 5 h; in the data active means activation above about 50%
Target sequence (P0AE70 whole entry, looked up): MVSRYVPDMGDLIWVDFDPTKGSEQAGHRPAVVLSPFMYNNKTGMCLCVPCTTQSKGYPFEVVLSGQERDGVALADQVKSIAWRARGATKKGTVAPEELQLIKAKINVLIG
PriA SSB inh = inhibitors of Klebsiella pneumoniae PriA binding to SSB C-terminal tail | AlphaScreen SSBct-PriA binding, biotinylated peptide | inhibition, % at 33 µM | actives 0.6% (n = 430,000) | AID 1272365; in the data active means inhibition mostly above about 37%, no sharp cut-off; inactive means mostly below about 20%;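 further: plate controls were negative control peptide for no effect and reference peptide for full effect; strong numbers were not always called active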
CCHFV vOTU inh = CCHFV vOTU protease inhibition; Pep-AMC fluorescence; inhibition, % at 11.5 µM; actives 0.55% (n = 370,000); in the data active means inhibition above about 30%; further: 0% = vehicle wells with enzyme and 100% = no enzyme wells
3CLpro inhibitor = SARS-CoV 3CLpro protease inhibition; recombinant SARS-CoV 3CLpro, quenched FRET peptide cleavage; inhibition, % at 6 µM; actives 0.14% (n = 290,000); AID 1706; in the data active means inhibition above about 12%
TcdB GH inh = blocks C. difficile toxin B glycohydrolase activity; actives 0.24% (n = 350,000); AID 652162; TcdB glycohydrolase enzymatic assay, plate reader; inhibition, % at 9.99 µM; in the data active means inhibition above about 10%
DUSP3 inh = blocks human VHR1 dual specificity phosphatase. actives 0.52% (n = 290,000). recombinant VHR phosphatase, pNPP absorbance. P51452. inhibition, % at 13.3 µM; in the data active means inhibition above about 50%; further: some compounds called inactive have numbers as strong as hits
Target sequence (P51452 whole entry, looked up): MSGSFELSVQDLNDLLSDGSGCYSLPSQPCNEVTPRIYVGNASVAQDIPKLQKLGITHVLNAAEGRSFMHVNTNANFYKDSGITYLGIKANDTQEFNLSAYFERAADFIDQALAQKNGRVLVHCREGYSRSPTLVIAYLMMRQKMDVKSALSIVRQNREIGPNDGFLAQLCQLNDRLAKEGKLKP
PrPC surface inh = inhibitors of human cell surface prion protein PrPC. inhibition, % at 13.8 µM. TR-FRET read-out. actives 0.43% (n = 370,000). P04156; in the data active means inhibition above about 24%; further: 0% = median of the test wells and 100% = reference compound wells
Rv3671c protease = Rv3671c (M. tuberculosis) protease inhibition. inhibition, % at 5.96 µM. actives 0.048% (n = 320,000); in the data active means inhibition above about 38%;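 further: extracellular domain of Rv3671c used as enzyme; 0% = enzyme with DMSO and 100% = no enzyme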
Target sequence (P9WHR9 whole entry, looked up, the tested form may be a part): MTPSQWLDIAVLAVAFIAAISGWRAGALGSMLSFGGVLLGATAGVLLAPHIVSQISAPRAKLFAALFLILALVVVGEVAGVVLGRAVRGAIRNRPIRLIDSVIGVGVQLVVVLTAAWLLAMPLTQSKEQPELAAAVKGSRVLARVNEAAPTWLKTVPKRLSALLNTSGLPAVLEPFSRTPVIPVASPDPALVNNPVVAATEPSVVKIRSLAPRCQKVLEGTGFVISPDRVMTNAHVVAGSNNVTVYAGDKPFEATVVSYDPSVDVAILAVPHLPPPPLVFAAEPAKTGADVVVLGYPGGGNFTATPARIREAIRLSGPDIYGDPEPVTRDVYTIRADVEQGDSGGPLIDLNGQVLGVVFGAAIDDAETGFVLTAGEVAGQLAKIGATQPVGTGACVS
Vc quorum ag = induces V. cholerae light production without autoinducers; V. cholerae BH1578 lux reporter, luminescence, 6 h; AID 588436; activation, % at 18.7 µM; actives 0.16% (n = 350,000); in the data active means activation mostly above about 9.7%, no sharp cut-off; further: not every result past the cut was called active; inactives centre near 0; reference of the scale not given here
Y pestis TopoI = Y. pestis Topo-I inhibition via cleavage products; Y. pestis Topo-I cleavage product accumulation, plate reader; activity, % at 10 µM; actives 0.064% (n = 360,000); AID 504884; in the data active means activity above about 50%, passing the limit was not always enough; further: inactives centre near 2
Active calls of the source: *. Only part of the results is shown; count on the stated rates, not on these rows.

Sample of the layout:
Screening O=S(=O)(c1ccc(NC(=S)Nc2ccc3c(c2)OCO3)cc1)N1CCOCC1 returned MazEF act 8, PriA SSB inh 4, CCHFV vOTU inh -4, 3CLpro inhibitor -6, DUSP3 inh -1, PrPC surface inh 8, Rv3671c protease -1, Vc quorum ag -1.8 and Y pestis TopoI 0.
For O=C(NC(C(=O)c1ccccc1)N1CCOCC1)c1cccs1 (configuration not stated) the results were MazEF act 5, PriA SSB inh 1, CCHFV vOTU inh 10, 3CLpro inhibitor -7, DUSP3 inh 27, PrPC surface inh -5, Rv3671c protease -9, Vc quorum ag -5.0 and Y pestis TopoI -2.

This part in full, repeating the preview:
Screening O=S(=O)(c1ccc(NC(=S)Nc2ccc3c(c2)OCO3)cc1)N1CCOCC1 returned MazEF act 8, PriA SSB inh 4, CCHFV vOTU inh -4, 3CLpro inhibitor -6, DUSP3 inh -1, PrPC surface inh 8, Rv3671c protease -1, Vc quorum ag -1.8 and Y pestis TopoI 0.
For O=C(NC(C(=O)c1ccccc1)N1CCOCC1)c1cccs1 (configuration not stated) the results were MazEF act 5, PriA SSB inh 1, CCHFV vOTU inh 10, 3CLpro inhibitor -7, DUSP3 inh 27, PrPC surface inh -5, Rv3671c protease -9, Vc quorum ag -5.0 and Y pestis TopoI -2.
Cc1ccc(-c2noc(COC(=O)c3ccco3)n2)cc1 was read as MazEF act -1, PriA SSB inh -28, CCHFV vOTU inh 2, TcdB GH inh -0.1, PrPC surface inh 2, Rv3671c protease 1, Vc quorum ag -0.3 and Y pestis TopoI 4.
For C/C(=N/NC(=O)CNC(=O)c1cccnc1)c1ccco1 the results were MazEF act 4, CCHFV vOTU inh -12, 3CLpro inhibitor -4, TcdB GH inh 1.8, DUSP3 inh 0, PrPC surface inh -1, Rv3671c protease 0, Vc quorum ag -0.8 and Y pestis TopoI -5.
Screening COc1ccccc1-c1oc2ccccc2c1C#CCO returned MazEF act 0, PriA SSB inh -10, CCHFV vOTU inh 2, TcdB GH inh 1.6, PrPC surface inh 0, Rv3671c protease -2, Vc quorum ag inactive and Y pestis TopoI 10.
For CCn1c(SCc2ccc(C(=O)Nc3cc(C)cc(C)c3)cc2)nnc1-c1ccncc1 the results were MazEF act 4, PriA SSB inh -21, CCHFV vOTU inh 12, 3CLpro inhibitor 4, DUSP3 inh 5, PrPC surface inh 2, Rv3671c protease -1, Vc quorum ag -0.7 and Y pestis TopoI 10.
For CN(NC(N)=O)c1ncc(C(F)(F)F)cc1Cl the results were MazEF act 3, PriA SSB inh -10, CCHFV vOTU inh -6, 3CLpro inhibitor 1, DUSP3 inh -11, PrPC surface inh -3, Rv3671c protease -1, Vc quorum ag -0.2 and Y pestis TopoI 0.
Screening Cc1nnc(NC(=O)c2cccc(S(=O)(=O)N3CCc4ccccc43)c2)s1 returned MazEF act -6, PriA SSB inh -9, CCHFV vOTU inh -4, 3CLpro inhibitor -2, DUSP3 inh -6, PrPC surface inh 0, Rv3671c protease -4, Vc quorum ag 18 and Y pestis TopoI -2.
`CCCc1cc(N2CCCC(C(=O)NCC)C2)n2ncnc2n1` (configuration not stated) gave MazEF act 3, PriA SSB inh -17, CCHFV vOTU inh -6, 3CLpro inhibitor 3, TcdB GH inh -1.4, DUSP3 inh 8, PrPC surface inh -3, Rv3671c protease 5, Vc quorum ag 0.6 and Y pestis TopoI 3.
For Cn1cnc(C(=O)NC2CCN(C(=O)OC(C)(C)C)CC2)c1C(=O)NC1CCN(C(=O)OC(C)(C)C)CC1 the results were MazEF act 9, PriA SSB inh -1, CCHFV vOTU inh -1, TcdB GH inh -0.7, PrPC surface inh 7, Rv3671c protease -12, Vc quorum ag inactive and Y pestis TopoI 22.
`Cc1cc(Nc2ccc(F)c(Cl)c2)n2nc(C)nc2n1` gave MazEF act 7, PriA SSB inh -17, CCHFV vOTU inh 6, 3CLpro inhibitor 1, TcdB GH inh 1.9, DUSP3 inh 4, PrPC surface inh 8, Rv3671c protease 0, Vc quorum ag -0.3 and Y pestis TopoI 2.
`O=C(CSc1nnc(CNC(=O)c2ccccc2F)o1)Nc1ccc2c(c1)OCCO2` gave MazEF act 3, PriA SSB inh -6, CCHFV vOTU inh 4, 3CLpro inhibitor 1, DUSP3 inh 20, PrPC surface inh 0, Rv3671c protease -5, Vc quorum ag inactive and Y pestis TopoI -9.
For CC[C@H](C)/C=C(C)/C=C/C1=CC2=C(Cl)C(=O)[C@@](C)(OC(C)=O)C(=O)C2=CO1 the results were MazEF act -45, Rv3671c protease 5, Vc quorum ag -0.2 and Y pestis TopoI -3.
CC(C)Oc1ccc(C(=O)Nc2ccc(S(=O)(=O)N3CCN(C)CC3)cc2)cc1 was read as MazEF act -2, PriA SSB inh 7, CCHFV vOTU inh -14, 3CLpro inhibitor 4, TcdB GH inh -0.1, DUSP3 inh 68, PrPC surface inh -8, Rv3671c protease -4, Vc quorum ag inactive and Y pestis TopoI 4.
CCCn1nc2cc(C(=O)NCc3ccc(C)cc3)ccc2c1OCC was read as MazEF act 8, PriA SSB inh -3, CCHFV vOTU inh -35, 3CLpro inhibitor 3, TcdB GH inh 0.8, DUSP3 inh -2, PrPC surface inh 0, Rv3671c protease -4, Vc quorum ag inactive and Y pestis TopoI 11.
O=C(/C=C/c1ccc([N+](=O)[O-])cc1)Nc1cccc(C(=O)Nc2ccccc2C(=O)O)c1 was read as MazEF act 5, PriA SSB inh -14, CCHFV vOTU inh 15, 3CLpro inhibitor -2, TcdB GH inh 0.7, DUSP3 inh -23, PrPC surface inh 3, Rv3671c protease -18, Vc quorum ag inactive and Y pestis TopoI 0.
Screening Cc1ccc(N2C(=O)NC(=O)C(CCc3ccccn3)(Cc3cccc(Cl)c3Cl)C2=O)cc1 (configuration not stated) returned MazEF act 0, PriA SSB inh -13, CCHFV vOTU inh 6, 3CLpro inhibitor 1, DUSP3 inh 22, PrPC surface inh 8, Rv3671c protease -3, Vc quorum ag -0.3 and Y pestis TopoI 8.
Screening CCc1ccccc1NC(=O)CC1SCCNC1=O (configuration not stated) returned MazEF act 3, PriA SSB inh 2, CCHFV vOTU inh 1, 3CLpro inhibitor 3, TcdB GH inh -2.9, DUSP3 inh 4, PrPC surface inh 9, Rv3671c protease 1, Vc quorum ag -0.3 and Y pestis TopoI 11.
Screening CCCOC(=O)c1ccc2c(c1)C(=O)N(c1ccccc1)C2=O returned MazEF act 8, PriA SSB inh 7, CCHFV vOTU inh 1, 3CLpro inhibitor 0, DUSP3 inh 36, PrPC surface inh -2, Rv3671c protease -3, Vc quorum ag inactive and Y pestis TopoI 4.
Screening CC1(C(=O)NS(=O)(=O)c2ccc(C#N)cc2)CCN1C(=O)c1cccc(F)c1 (configuration not stated) returned CCHFV vOTU inh 4, TcdB GH inh -1.3, PrPC surface inh -5, Vc quorum ag -0.4 and Y pestis TopoI 7.
Screening Cc1cc(NC(=O)COC(=O)C2CCN(S(=O)(=O)c3c(Cl)cccc3Cl)CC2)no1 returned MazEF act -7, PriA SSB inh -1, CCHFV vOTU inh 5, 3CLpro inhibitor -2, DUSP3 inh 0, PrPC surface inh 0, Rv3671c protease 2, Vc quorum ag -12 and Y pestis TopoI 16.
O=S(=O)(Nc1ncccn1)c1ccc(NS(=O)(=O)c2cc(Cl)ccc2Cl)cc1 was read as MazEF act -2, PriA SSB inh -19, CCHFV vOTU inh 8, 3CLpro inhibitor 10, TcdB GH inh 0.5, DUSP3 inh 14, PrPC surface inh 0, Rv3671c protease 14, Vc quorum ag inactive and Y pestis TopoI 2.
For Cc1cccn2c(=O)c3cc(C(=O)N4CCOCC4)n(C)c3nc12 the results were MazEF act -3, PriA SSB inh -2, CCHFV vOTU inh -21, 3CLpro inhibitor -2, TcdB GH inh 1.4, DUSP3 inh -4, PrPC surface inh -2, Rv3671c protease 3, Vc quorum ag inactive and Y pestis TopoI 7.
For O=C1NC(=O)/C(=C/c2ccc(OS(=O)(=O)c3ccc(F)cc3F)cc2)N1 the results were MazEF act 7, PriA SSB inh 0, CCHFV vOTU inh -2, 3CLpro inhibitor 5, TcdB GH inh 1.4, DUSP3 inh -1, PrPC surface inh 2, Rv3671c protease -8, Vc quorum ag inactive and Y pestis TopoI 2.
For COCCCNC(=O)c1ccc(CS(=O)(=O)c2ccc(Br)cc2)o1 the results were MazEF act 6, PriA SSB inh -10, CCHFV vOTU inh 2, 3CLpro inhibitor -2, TcdB GH inh 0.2, DUSP3 inh -21, PrPC surface inh 1, Rv3671c protease 0, Vc quorum ag -0.2 and Y pestis TopoI 4.
For O=C(NCC1CCCO1)c1ccc2c3n(nc2c1)-c1ccccc1CO3 (configuration not stated) the results were MazEF act 1, PriA SSB inh -5, CCHFV vOTU inh -9, DUSP3 inh 22, PrPC surface inh -20, Rv3671c protease -2, Vc quorum ag -1.0 and Y pestis TopoI -2.
`CC(C)CC1(C)NC(=O)N(CCN2C(=O)c3ccccc3C2=O)C1=O` (configuration not stated) gave MazEF act 3, PriA SSB inh 4, CCHFV vOTU inh -14, 3CLpro inhibitor -3, DUSP3 inh 21, PrPC surface inh 7, Rv3671c protease 2, Vc quorum ag inactive and Y pestis TopoI 10.
For C=CCN1C(=O)C2(C(C(=O)OCC)=C(N)Oc3ccccc32)C2=C1CCCC2=O (configuration not stated) the results were MazEF act 4, PriA SSB inh -12, CCHFV vOTU inh -9, 3CLpro inhibitor 1, DUSP3 inh 7, PrPC surface inh -3, Rv3671c protease -10, Vc quorum ag -0.4 and Y pestis TopoI -14.
For COc1cccc(CNC(=O)C2CCN(S(=O)(=O)N3CCCCC3)CC2)c1 the results were MazEF act -5, PriA SSB inh -12, CCHFV vOTU inh -10, 3CLpro inhibitor 0, DUSP3 inh 14, PrPC surface inh 9, Rv3671c protease 9, Vc quorum ag inactive and Y pestis TopoI 0.
Screening CCc1cccc(C)c1NC(=O)C1CCN(C(=O)c2ccc([N+](=O)[O-])cc2)CC1 returned MazEF act 1, PriA SSB inh -14, CCHFV vOTU inh -12, 3CLpro inhibitor 5, TcdB GH inh 0.8, DUSP3 inh 30, PrPC surface inh -20, Rv3671c protease 0, Vc quorum ag 3.3 and Y pestis TopoI 8.
`CCOc1ccccc1NC(=O)c1cccc(NC(=O)C(C)C)c1` gave MazEF act 2, PriA SSB inh -8, CCHFV vOTU inh 8, 3CLpro inhibitor 2, TcdB GH inh -1.0, DUSP3 inh 19, PrPC surface inh -1, Rv3671c protease -7, Vc quorum ag -0.9 and Y pestis TopoI -1.
For Nc1cc(C(F)(F)F)ccc1NCCc1ccccn1 the results were MazEF act 4, PriA SSB inh 1, CCHFV vOTU inh 6, 3CLpro inhibitor 5, TcdB GH inh 7.0, DUSP3 inh 2, PrPC surface inh 5, Rv3671c protease -5, Vc quorum ag inactive and Y pestis TopoI -3.
Screening COCCN(C(=O)c1ccccc1F)c1c(N)n(Cc2ccccc2)c(=O)[nH]c1=O returned MazEF act 10, PriA SSB inh -13, CCHFV vOTU inh 8, 3CLpro inhibitor 1, TcdB GH inh -0.6, DUSP3 inh 29, PrPC surface inh 6, Rv3671c protease -4, Vc quorum ag -0.7 and Y pestis TopoI 5.
`CCOC(=O)c1sc(NC(=O)CSc2nc(C)cc(C(F)(F)F)n2)c(C#N)c1C` gave MazEF act 4, PriA SSB inh -26, CCHFV vOTU inh -2, 3CLpro inhibitor 1, DUSP3 inh -20, PrPC surface inh -3, Rv3671c protease 2, Vc quorum ag inactive and Y pestis TopoI -2.
Screening CCn1cc(C(=O)N2CC(C)CC(C)C2)c(=O)c2cc(S(=O)(=O)N(C)C)ccc21 (configuration not stated) returned MazEF act 9, PriA SSB inh 3, CCHFV vOTU inh -4, 3CLpro inhibitor 3, TcdB GH inh 0.9, DUSP3 inh 7, PrPC surface inh 1, Rv3671c protease 8, Vc quorum ag -0.3 and Y pestis TopoI 5.
COP1(=O)C=C[C@H](N(Cc2ccccc2)S(=O)(=O)c2ccccc2[N+](=O)[O-])[C@@H](C)O1 (some centres not stated) was read as MazEF act 7, PriA SSB inh 5, CCHFV vOTU inh -1, TcdB GH inh 2.0, DUSP3 inh 6, PrPC surface inh 1, Rv3671c protease 0, Vc quorum ag -0.7 and Y pestis TopoI 9.

Bioassay records deposited in PubChem by several laboratories.
